Statin myotox sup: protects C2C12 myotubes from simvastatin toxicity. rescue of ATP level, % at 7.49 µM. 330,000 compounds, 0.78% hits. ATP luminescence, 48 h; scaled: DMSO 0, geranylgeraniol control 100;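 active = mean ATP rescue above about 67%, or every replicate alone reaching that limit, limit read from the data, passing the limit was not always enough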;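 note: myotubes were challenged with 10 µM simvastatin during compound exposure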
GSIS activator: GLuc luminescence reporter in INS-1E cells, primary screen for activators of glucose-dependent secretion of insulin | INS-1E GLuc reporter insulin secretion, 2-3 h | activation, % at 16.6 µM | 370,000 compounds, 0.61% hits;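 active = lowest replicate activation of at least 40%, so every replicate reaches that level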;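 note: 0% = median of neutral control wells and 100% = median of IBMX positive control wells; some compounds called inactive have numbers as strong as hits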
LGR2 antag: Drosophila LGR2 receptor signaling inhibition; HEK293 LGR2, CRE-luciferase, bursicon-stimulated, 4 h; inhibition, % at 9.99 µM; 380,000 compounds, 0.35% hits; AID 720647;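 active = drop in luminescence signal, shown as inhibition above about 50% in the replicate tests, limit read from the data, passing the limit was not always enough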;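 note: agonist challenge used bursicon conditioned medium at about half maximal strength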
PglD DTNB: inhibitors of Campylobacter jejuni PglD acetyltransferase. purified PglD enzyme, DTNB colorimetric CoA detection. inhibition, % at 12.5 µM. 360,000 compounds, 0.098% hits. AID 602405; in the data active = inhibition above about 16%, passing the limit was not always enough; note: strong numbers were not always called active
ARNT TACC3 PPI: ARNT/TACC3 interaction disruption | Q9Y6A5 | AlphaScreen His-ARNT PAS-B/GST-TACC3 binding, luminescence; TACC3 fragment carries E629A point mutation | inhibition, % at 9.99 µM | 390,000 compounds, 0.66% hits | AID 623870;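 active = mean inhibition of replicates at least 50% and at least half of replicates each reaching 50%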;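 note: 0% = complete ARNT plus TACC3 wells and 100% = ARNT alone without TACC3; many hits fall short of the cut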
PGC1a acetyl inh: lowers PGC1a acetylation signal in U2OS cells; AlphaScreen anti-acetyl-lysine; with virally co-expressed GCN5 acetyltransferase; inhibition, % at 15.6 µM; 350,000 compounds, 0.17% hits;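 active = every replicate shows inhibition of at least 40%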;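 note: 0% = neutral control wells and 100% = positive control wells; some results beyond the cut were filed as inactive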
PAX8 inh HTS: inhibitors of PAX8 transcriptional activity in RMG-I cells. inhibition, % at 12.6 µM. RMG-I TPO-luciferase reporter, SteadyGlo, 24 h. 360,000 compounds, 1.2% hits;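 active = mean replicate inhibition at least 60% with every replicate also reaching 60%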;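 note: luciferase light reporting Pax8 driven TPO promoter activity; plate controls were median of neutral control wells for no effect and mitoxantrone controls for full effect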
Cneo AK release: causes C. neoformans cell lysis | 360,000 compounds, 0.2% hits | lysis activity, % at 15 µM | adenylate kinase release luminescence, 4 h; normalised: neutral wells 0, clomiphene wells 100;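 active = mean lysis activity across replicates of at least 80%, whatever share of replicates individually reach that level; inactive = mean lysis activity below 80%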
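Material – Cryptococcus neoformans yeast cells · Quantity – 5 × 10^6 yeast cells/mL · Buffer or medium – YPD medium · Compound – single dose · Timing – 4 h static compound exposure, 37 °C, read 1 h post-reagent · Signal – adenylate kinase release luminescence · Read-out basis – lysis from increased AK signal · Benchmarks – Clomiphene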
* hit, by the source's call; / = no result given.

SMILES	Statin myotox sup	GSIS activator	LGR2 antag	PglD DTNB	ARNT TACC3 PPI	PGC1a acetyl inh	PAX8 inh HTS	Cneo AK release
O=C(CN1C(=O)C2C3C=CC(C3)C2C1=O)Nc1nc2ccccc2[nH]1 (stereo unspecified)	/	-1.4	3.6	-1.0	0.5	-11.4	/	-0.4
Cc1nc(NC(=O)COC(=O)C(NC(=O)c2ccco2)C(C)C)c(Cl)cc1Cl (stereo unspecified)	-6.0	/	/	-3.7	-3.8	-3.1	20.4	0.0
COc1ccc(NC(=O)CN(C)C(=O)c2ccc(OCc3ccccc3)c(OC)c2)cc1	0.0	-10.1	9.4	2.0	-0.7	/	-7.8	1.2
COC(=O)c1ccc(Cl)c(NC(=O)CN(c2ccc(OC)c(OC)c2)S(C)(=O)=O)c1	9.0	0.8	11.5	/	-10.6	/	-30.0	/
CCOC(=O)c1cc(NC(=O)Nc2cc(C)ccn2)c(C)nc1C	0.3	13.8	10.6	-5.9	-0.7	3.0	-10.9	0.2
O=C(O)COc1ccc(C=C2SC(=S)N(c3ccccc3)C2=O)cc1	-4.0	/	/	3.3	1.4	-14.5	-0.7	4.0
C[C@H](CO)N1C[C@H](C)[C@@H](CN(C)Cc2ccc(Oc3ccccc3)cc2)Oc2ccc(NC(=O)CCC(F)(F)F)cc2CC1=O	93.2*	-27.9	11.0	-2.2	4.2	-5.4	23.2	0.1
CC1C(=O)Nc2ccc(S(=O)(=O)N3CCN(c4cccc(C(F)(F)F)c4)CC3)cc2NC1=O (stereo unspecified)	34.6	-35.7	-6.4	-4.4	-11.7	-8.1	67.7*	-3.4
O=C(NNC(=O)C1CCN(C(=O)Nc2ccccc2)CC1)c1ccc(F)cc1	-9.4	-5.6	-14.2	-1.5	-40.7	3.8	-6.6	0.6
Cc1ccc(NC(=O)CSc2nc(-c3ccco3)cc(C(F)(F)F)n2)cc1C	6.2	/	/	-7.0	33.9	/	/	1.7
O=C(O)c1ccccc1C(=O)Nc1ccc(Nc2ccc([N+](=O)[O-])cc2[N+](=O)[O-])cc1	-5.0	7.1	15.7	-4.1	13.3	2.4	7.1	-6.3
C[C@@H]1CN([C@@H](C)CO)C(=O)c2cc(NS(=O)(=O)c3cn(C)cn3)ccc2O[C@@H](C)CCCCO[C@H]1CN(C)S(=O)(=O)c1ccc(F)cc1	/	19.3	-19.5	-6.1	-4.0	-0.4	-13.7	-4.9
N#CCCN(C(=O)COC(=O)Cc1ccc(Br)cc1)c1ccccc1	/	-18.0	-4.0	/	1.2	3.8	5.6	/
COc1ccc(-c2cc(C(F)(F)F)nc(SCC(N)=O)n2)cc1	-59.9	/	/	-4.8	-0.7	-2.1	/	1.6
COc1ccc(S(=O)(=O)N(C)C[C@@H]2Oc3c(NC(=O)C4CC4)cccc3C(=O)N([C@H](C)CO)C[C@H]2C)cc1	-0.2	18.0	-4.5	-3.5	-7.7	2.3	/	-0.5
Cc1cc(NC(=O)Nc2cc(Cl)sc2Cl)no1	-7.3	-2.7	-2.4	-4.2	-14.4	0.8	10.6	-2.0
CN(C)C(=O)c1ccc2c(c1[N+](=O)[O-])C(=O)c1ccccc1C2=O	/	-15.2	-15.5	/	5.7	/	-14.9	/
Fc1ccc(NC(=S)N2CCc3ccccc32)cc1	-4.4	-5.4	4.8	-4.4	-2.1	/	6.7	2.4
CC(C)NC(=O)N(C)C[C@@H]1Oc2ccc(NC(=O)Nc3cccc4ccccc34)cc2CC(=O)N([C@@H](C)CO)C[C@H]1C	10.4	-3.3	-13.9	0.7	22.3	2.2	1.8	-4.1
CC1(c2ccncc2)Nc2ccccc2-c2nc3ccccc3n21 (stereo unspecified)	-4.9	9.8	-36.9	2.0	-1.3	-13.5	/	/

Ordered by molar mass (descending): 3 of the compounds above.
SMILES	Statin myotox sup	GSIS activator	LGR2 antag	PglD DTNB	ARNT TACC3 PPI	PGC1a acetyl inh	PAX8 inh HTS	Cneo AK release
C[C@@H]1CN([C@@H](C)CO)C(=O)c2cc(NS(=O)(=O)c3cn(C)cn3)ccc2O[C@@H](C)CCCCO[C@H]1CN(C)S(=O)(=O)c1ccc(F)cc1	/	19.3	-19.5	-6.1	-4.0	-0.4	-13.7	-4.9
COc1ccc(NC(=O)CN(C)C(=O)c2ccc(OCc3ccccc3)c(OC)c2)cc1	0.0	-10.1	9.4	2.0	-0.7	/	-7.8	1.2
O=C(O)c1ccccc1C(=O)Nc1ccc(Nc2ccc([N+](=O)[O-])cc2[N+](=O)[O-])cc1	-5.0	7.1	15.7	-4.1	13.3	2.4	7.1	-6.3

Returning to the listing, repeating the six entries before the break.
SMILES	Statin myotox sup	GSIS activator	LGR2 antag	PglD DTNB	ARNT TACC3 PPI	PGC1a acetyl inh	PAX8 inh HTS	Cneo AK release
COc1ccc(S(=O)(=O)N(C)C[C@@H]2Oc3c(NC(=O)C4CC4)cccc3C(=O)N([C@H](C)CO)C[C@H]2C)cc1	-0.2	18.0	-4.5	-3.5	-7.7	2.3	/	-0.5
Cc1cc(NC(=O)Nc2cc(Cl)sc2Cl)no1	-7.3	-2.7	-2.4	-4.2	-14.4	0.8	10.6	-2.0
CN(C)C(=O)c1ccc2c(c1[N+](=O)[O-])C(=O)c1ccccc1C2=O	/	-15.2	-15.5	/	5.7	/	-14.9	/
Fc1ccc(NC(=S)N2CCc3ccccc32)cc1	-4.4	-5.4	4.8	-4.4	-2.1	/	6.7	2.4
CC(C)NC(=O)N(C)C[C@@H]1Oc2ccc(NC(=O)Nc3cccc4ccccc34)cc2CC(=O)N([C@@H](C)CO)C[C@H]1C	10.4	-3.3	-13.9	0.7	22.3	2.2	1.8	-4.1
CC1(c2ccncc2)Nc2ccccc2-c2nc3ccccc3n21 (stereo unspecified)	-4.9	9.8	-36.9	2.0	-1.3	-13.5	/	/
CN(C)C(=O)c1cccc(-c2ccc(C3[C@H]4CNC[C@@H]3N4Cc3ccccc3C(F)(F)F)cc2)c1 (stereo partly specified)	/	-13.9	1.4	/	/	-2.1	0.6	/
CCC1NC(=O)c2cccnc2-n2c1nc1ccc(OC)cc1c2=O (stereo unspecified)	7.1	-3.4	-16.7	-3.8	/	-3.1	11.5	1.3
COc1cc([N+](=O)[O-])cc(CN2CCCCC2)c1O	8.1	9.7	10.6	/	-2.7	14.1	/	/
C[C@@H]1CCCCO[C@H](CN(C)C(=O)CCC(F)(F)F)[C@H](C)CN([C@H](C)CO)C(=O)c2cc(N(C)C)ccc2O1	9.7	10.7	1.2	0.1	-6.2	-8.3	1.0	1.4
CCC(C)N1CC(C(=O)O)CC1=O (stereo unspecified)	-3.3	2.9	0.7	0.4	-2.2	1.6	/	1.0
CC1CCCCN1C(=O)c1cc2ccccc2cc1O (stereo unspecified)	4.2	0.4	13.6	-5.7	/	/	-4.0	3.9
CCNC(=O)NC(=O)C(C)OC(=O)c1cccnc1SC (stereo unspecified)	1.6	/	/	-5.3	1.4	-0.7	/	-0.2
CC1=C(C(=O)Nc2ccc(C)cc2C)C(c2ccc(C)o2)NC(=O)N1 (stereo unspecified)	-3.0	/	/	0.3	39.1	16.9	/	-0.2
CCOC(=O)c1c(C)[nH]c(C(=O)OCc2ccc(C)cc2)c1C	/	-6.7	-76.8	3.2	-4.5	-1.7	-120.7	1.2
Cc1c(NC(=O)C(C)Oc2cccc(F)c2)c(=O)n(-c2ccccc2)n1C (stereo unspecified)	-0.3	41.2	2.5	1.6	/	2.7	10.1	0.1
CCOc1ccccc1/C=N/n1c(C2CCCCC2)n[nH]c1=S	-0.2	30.8	7.6	-4.1	-5.7	-2.1	-13.7	1.4
COc1ccc(NC(=O)CN2C(=O)NC3(CCCC3)C2=O)cc1Cl	-0.2	1.6	10.6	-2.0	-4.0	/	4.7	2.6
COc1ccc(CN(C)C[C@@H]2Oc3ccc(NS(=O)(=O)c4cccs4)cc3CC(=O)N([C@@H](C)CO)C[C@H]2C)cc1	/	15.3	8.1	/	/	-5.0	-8.1	/
CN(C(=O)COC(=O)c1n[nH]c(=O)c2ccccc12)c1ccccc1	-0.2	7.0	-9.7	6.5	3.7	2.4	-6.7	1.0
Cc1ccc(C2OCC(C)([N+](=O)[O-])CO2)cc1 (stereo unspecified)	2.7	2.9	-23.0	2.7	-3.5	6.3	/	0.6
CCCCC(=O)Nc1ccc(C2C(=O)c3ccccc3C2=O)cc1	/	12.5	-11.6	/	-5.1	1.6	-11.5	/
O=C(COC(=O)c1cccc(S(=O)(=O)N2CCCCC2)c1)NCc1ccccc1	7.5	-18.2	-7.7	0.2	32.0	-2.4	-0.8	0.9
CCCCC(=O)c1c(O)c2ccccc2oc1=O	-14.7	/	/	6.7	-3.0	5.4	/	0.1
CCOC(=O)C1CCN(C(=O)c2ccc(Cl)c(Cl)c2)CC1	15.6	/	/	-1.7	-5.6	6.8	/	0.1
C[C@@H]1CN([C@@H](C)CO)C(=O)c2cc(NS(=O)(=O)c3cccs3)ccc2O[C@H]1CN(C)Cc1ccccc1	31.8	16.8	-7.8	-4.6	-5.9	13.7	8.1	-5.5
O=C(C[C@@H]1C[C@H]2c3cc(NS(=O)(=O)c4ccc(F)cc4)ccc3O[C@H]2[C@H](CO)O1)NCC1CC1	-3.2	-9.1	5.5	1.0	-2.2	-6.3	10.0	-1.0
Cc1cccc(C2=N/C(=C/c3cccs3)C(=O)O2)c1	/	4.5	5.9	/	-2.7	/	13.7	/
Cc1cccc(OCCCC(=O)Nc2nnc(C3CCCO3)s2)c1C (stereo unspecified)	1.4	8.6	1.6	3.5	-6.3	2.6	1.3	1.5
CC(C)CC#Cc1cnc2c(c1)C(=O)N([C@H](C)CO)C[C@@H](C)[C@H](CN(C)C(=O)Cc1ccncc1)O2	10.2	9.8	-4.3	2.4	3.5	-3.0	2.1	-0.9
CC1(C)CC(=O)C(C=NCCc2ccccn2)=C(O)C1	-4.1	0.0	-7.0	/	-8.3	/	/	/
C=CCC1NS(=O)(=O)OC2CCCC12 (stereo unspecified)	3.5	23.2	4.9	2.8	12.9	-2.6	-0.2	-0.7
Cc1c(CCO)c(=O)[nH]n1S(=O)(=O)c1ccc(F)cc1	-4.3	13.9	13.5	-2.4	-1.5	-1.5	-3.9	-1.4
CCOC(=O)C1CCCN(C(=O)c2cc3cc(F)ccc3[nH]2)C1 (stereo unspecified)	2.5	-13.6	3.6	-2.1	-3.2	9.0	-1.5	-1.5
C[C@@H]1CCCCO[C@H](CN(C)S(=O)(=O)c2cccs2)[C@@H](C)CN([C@H](C)CO)C(=O)c2cc(NC(=O)CCCCCC(=O)Nc3ccccc3N)ccc2O1	/	5.7	-17.0	/	/	-2.6	-20.2	/
Clc1ccc(C2=NN(c3ccccc3)C(c3ccco3)C2)cc1 (stereo unspecified)	/	21.6	-38.6	0.3	-17.2	-4.7	0.2	15.3
Cc1ccc(C(=O)N(CC(=O)NC2CCCC2)c2ccccc2C)s1	/	/	-5.1	/	1.2	0.3	1.1	/
CCC(C)C(NS(=O)(=O)c1ccc(C)cc1)C(=O)Oc1ccc2c3c(c(=O)oc2c1)CCC3 (stereo unspecified)	23.6	9.7	-5.3	-0.2	4.5	-2.8	/	0.1
Cc1ccc(/C=C2/NC(=O)N(Cc3ccccc3)C2=O)s1	-13.3	53.9	-43.7	-2.1	6.9	-20.1	/	0.5
COCCN(Cc1ccccc1)C(=O)c1cc(-c2ccc(OC)c(OC)c2)nc2ccccc12	/	18.8	-13.8	/	-2.8	/	16.3	-1.1
O=C(Cc1cccnc1)N1[C@H](CO)[C@H](c2ccccc2)[C@@H]1CNCC1CCC1	8.0	-2.3	-4.2	2.8	-0.7	-3.1	-24.3	4.9
Cc1ccc(N(CC(=O)NC(C)(C)C)C(=O)CCC(=O)Nc2ccccn2)cc1	1.2	/	/	-2.6	/	-8.5	-3.4	1.8
